HCV inh: inhibitors of hepatitis C virus infection. Huh7.5.1 HCVcc-Cre infection, luciferase reporter, 44 h. Potency, µM (titrated, usually from 41.8 µM), for the others: top-dose activity change, negative = inhibition, usual class: inhibitors. actives 3.4% (n = 340,000). AID 651820; note: potency is the fitted concentration of half-maximal effect
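Seed cells (1,000/well) for 4 h; treat with compound and infect with HCVcc-Cre, moi about 0.5. Incubate 44 h, then detect luciferase activity.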
AMA1 RON2 block: inhibitors of Plasmodium falciparum AMA1-RON2 interaction. AlphaScreen AMA1-biotinylated RON2 peptide binding. Potency, µM (top dose mostly 58.2 µM), for inactives: at the top dose activity change, negative = inhibition, hits mostly inhibitors. actives 0.2% (n = 360,000). AID 720542;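 note: potency is the fitted concentration of half-maximal effect; 0% = vehicle wells and -100% = peptide control; nearly all actives have a fitted effect of over 45% in size; some results filed as inactive show a strong effect at the top dose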
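AMA1 (3D7) with his tag at 25 nM final met compounds first, then biotinylated RON2 peptide at 25 nM; detection used donor plus acceptor beads, 10 µg/mL apiece, read by AlphaScreen after 30 min at room temperature.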
AmpC detergent: blocks E. coli AmpC beta-lactamase in detergent assay | P00811 | AmpC hydrolysis of nitrocefin, absorbance 480 nm, 0.01% Triton | Potency, µM (titrated, usually from 114 µM), inactives show top-dose activity change, negative = inhibition, most hits filed as inhibitors | actives 0.041% (n = 370,000) | AID 485294;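 note: potency is the fitted concentration of half-maximal effect; 0% = no-compound wells and -100% = no-enzyme wells; nearly all actives have a fitted effect of over 25% in size; some results filed as inactive show a strong effect at the top dose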
Target sequence (P00811 whole entry, looked up): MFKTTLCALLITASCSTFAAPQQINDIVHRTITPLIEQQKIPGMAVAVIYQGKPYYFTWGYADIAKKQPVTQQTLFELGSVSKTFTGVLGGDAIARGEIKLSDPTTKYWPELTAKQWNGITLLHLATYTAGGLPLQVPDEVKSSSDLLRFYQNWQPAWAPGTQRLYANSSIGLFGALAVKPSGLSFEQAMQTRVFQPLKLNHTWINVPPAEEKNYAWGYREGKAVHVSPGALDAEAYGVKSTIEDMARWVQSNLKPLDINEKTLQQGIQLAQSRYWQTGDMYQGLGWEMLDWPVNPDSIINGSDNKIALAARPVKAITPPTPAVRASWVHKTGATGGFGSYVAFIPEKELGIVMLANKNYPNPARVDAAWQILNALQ
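20 mM phosphate pH 7.0 + 0.01% (detergent screen) or 0.0001% Triton X-100; 5.3 nM AmpC reagent; cpd preinc 15 min RT; nitrocefin (800 uM stock) to start; A480 q20 s × 4 min; Activity was normalised to no-enzyme and no-compound control wells.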
AmpC no deterg: inhibitors of E. coli AmpC beta-lactamase without detergent. AmpC nitrocefin hydrolysis, absorbance 480 nm, 0.0001% Triton. Potency, µM (highest dose often 57.1 µM), for the others: top-dose activity change, negative = inhibition, most hits filed as inhibitors. actives 0.52% (n = 330,000). P00811;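 note: potency is the fitted concentration of half-maximal effect; plate controls were no compound for no effect and no enzyme for full effect; nearly all actives have a fitted effect of over 20% in size; some results filed as inactive show a strong effect at the top dose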
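AmpC (5.3 nM in the dispensed reagent) in 20 mM phosphate pH 7.0 with 0.01% (detergent screen) or 0.0001% Triton X-100 was preincubated with compounds for 15 min at room temperature. Nitrocefin was then added from an 800 uM solution, and hydrolysis was followed at 480 nm.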
HCMV antiviral: human cytomegalovirus inhibition. HFF cells, HCMV-luciferase reporter, 72 h; hits give low values. activity change, negative = inhibition, % at 57.5 µM. actives 4.5% (n = 410,000). AID 1259415; in the data active = activity change below about -60%; inconclusive = no clear call, values can overlap the other calls; inactive = above about -39%
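HFF cells seeded 16 h at 37C, treated with compounds, infected with luciferase-reporter HCMV at MOI 1 PFU/cell; luciferase read at 72 h post infection, normalized to buffer-only and Salinomycin controls.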
Tb PYK inh: inhibitors of Trypanosoma brucei pyruvate kinase. Q57TT1. TbPYK enzyme, Kinase-Glo Plus ATP luminescence, 45 min. Potency, µM (titrated, usually from 76.8 µM), without a hit: top-dose activity, negative = inhibition, actives largely listed as inhibitors. actives 0.12% (n = 410,000). AID 624173; note: potency is the fitted concentration of half-maximal effect; nearly all actives have a fitted effect of over 50% in size
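Activity of T. brucei pyruvate kinase was followed by Kinase-Glo Plus luminescence after the enzyme reacted 45 min at room temperature with 130 uM ADP (final) and substrate. Test compounds were added before ADP at multiple concentrations.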
LmPK inhibitor: blocks Leishmania mexicana pyruvate kinase activity. Q27686. Potency, µM (doses to about 57.5 µM), without a hit: top-dose activity change, negative = inhibition, actives largely listed as inhibitors. purified LmPK, Kinase-Glo ATP luminescence, 1 h. actives 0.37% (n = 290,000); note: potency is the fitted concentration of half-maximal effect
Target sequence (Q27686 whole entry, looked up): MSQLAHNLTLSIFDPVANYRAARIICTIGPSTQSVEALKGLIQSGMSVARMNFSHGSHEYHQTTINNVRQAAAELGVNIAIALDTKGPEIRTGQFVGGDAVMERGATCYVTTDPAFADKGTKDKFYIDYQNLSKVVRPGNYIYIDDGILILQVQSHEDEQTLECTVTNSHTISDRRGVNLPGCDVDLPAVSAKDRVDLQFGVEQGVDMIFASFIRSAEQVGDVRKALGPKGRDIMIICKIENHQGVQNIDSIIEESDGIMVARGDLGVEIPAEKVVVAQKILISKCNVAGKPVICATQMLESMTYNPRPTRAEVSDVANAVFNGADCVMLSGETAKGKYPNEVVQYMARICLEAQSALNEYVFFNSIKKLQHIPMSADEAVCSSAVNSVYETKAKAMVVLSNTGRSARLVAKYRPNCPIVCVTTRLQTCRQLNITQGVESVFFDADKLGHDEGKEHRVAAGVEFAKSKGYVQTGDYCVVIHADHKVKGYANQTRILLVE
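ATP generated from ADP (0.1 mM) and PEP (0.5 mM) by 0.1 nM LmPK over 1 h at room temperature (pH 7.2 imidazole buffer) was detected by coupled luciferase luminescence. Values were normalized to uninhibited and no-enzyme wells.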
Numbers without * were called inactive; ? = inconclusive; / = no result given; & = joins results of further samples; [ ] = dose if it differs, or a comment. Unless noted, calls come from the whole dose curve; as a rule, active = well fitted curve in the direction sought with a large enough effect; inconclusive = small, poorly fitted or top-dose-only effect, or another doubt; inactive = no such curve, though single readings can be large; an effect the other way counts as inactive or inconclusive. Unless noted, % is set by controls: 0 for no effect and ±100 for the full control effect.

Letter code: A = HCV inh; B = AMA1 RON2 block; C = AmpC detergent; D = AmpC no deterg; E = HCMV antiviral; F = Tb PYK inh; G = LmPK inhibitor
molecule: CN(C)Cc1c(C(=O)N/N=C/c2cccnc2)nnn1-c1nonc1N
  A: 22%	B: 5%	C: 2%	D: -10%	E: 0	F: 2%	G: -2%
molecule: O=C(CCc1ccccc1)NNC(=O)COc1ccc([N+](=O)[O-])cc1
  A: -9%	B: 115%[activator]	C: ?	D: -11%	E: 13	F: 7%	G: 1%
molecule: NS(=O)(=O)c1cccc(NC(=O)COC(=O)c2ccc(S(=O)(=O)N3CCOCC3)cc2)c1
  A: 18%	B: 0%	C: /	D: /	E: -3	F: -1%	G: /
molecule: CCn1c(SCC(=O)Nc2nc(C)c(C)s2)nc2cccnc21
  A: ?	B: -17%	C: -12%	D: -34%	E: -14	F: -2%	G: 4%
molecule: COc1ccc(-n2ncc3c2CC(C)(C)CC3NC(=O)c2ccc(OC)o2)cc1 (stereo not drawn)
  A: -19%	B: -6%	C: -11%	D: 77%[activator]	E: 12	F: -6%	G: 2%
molecule: O=C(COc1ccc(F)c(Cl)c1)NC(=O)NC1CCCC1
  A: /	B: -7%	C: /	D: /	E: -8	F: 0%	G: /
molecule: COCCC(=O)Nc1ccc2c(c1)CN(C(=O)CSC)CC2
  A: 3%	B: 11%	C: -2%	D: -3%	E: 10	F: 2%	G: -2%
molecule: O=C(O)CSc1nc2ccccc2s1
  A: 18%	B: 0%	C: 5%&-5%	D: -24%&-2%	E: -35	F: -1%	G: -13%&0%
molecule: O=S(=O)(Nc1ccccc1N1CCCCC1)c1ccc(Cl)s1
  A: 0%	B: -13%	C: -4%	D: -36%	E: -5	F: ?	G: 14%
molecule: CC(C)(C)NC(=O)C1(C)CCC(=O)N1C1CC1 (stereo not drawn)
  A: /	B: 13%	C: /	D: /	E: -5	F: 2%	G: /
molecule: CCCn1cc(S(=O)(=O)c2ccc(CC)cc2)c(=O)c2cc(F)c(N3CCN(C)CC3)cc21
  A: /	B: /	C: 19%	D: /	E: 19	F: 0%	G: /
molecule: COc1cc(/C=C/C(=O)OCC(=O)c2ccc(OC(F)F)cc2)ccc1O
  A: 10µM*	B: -6%	C: /	D: -24%	E: -37	F: -3%	G: /
molecule: CCOc1ccccc1NC1=C(Cl)C(=O)N(Cc2ccccc2)C1=O
  A: 10%	B: -13%	C: -3%	D: -41%	E: 23	F: -3%	G: 2%
molecule: Cc1ccc(S(=O)(=O)NC(=O)Nc2nccs2)cc1
  A: 18%	B: -4%	C: -9%	D: -17%	E: ?	F: 2%	G: -6%
molecule: COC(=O)C1CCCCN1C(=O)c1cccc(OC2CCN(C(=O)C3CC3)CC2)c1 (stereo not drawn)
  A: /	B: 12%	C: ?	D: 29%	E: ?	F: 3%	G: 6%
molecule: CCOC(=O)C1=C(C)Nc2nc(C)nn2C1c1ccc(C)cc1 (stereo not drawn)
  A: 21%	B: 15%	C: ?	D: -8%	E: 18	F: 0%	G: 3%
molecule: COc1ccccc1C(=O)NCCC(=O)NCCC12CC3CC(CC(C3)C1)C2
  A: ?	B: -6%	C: -2%	D: 12%	E: -18	F: 5%	G: -4%
molecule: CCOC(=O)c1ccc(N2C(=O)c3n[nH]c(-c4cccs4)c3C2c2cccc(O)c2)cc1 (stereo not drawn)
  A: /	B: /	C: 4%	D: /	E: -3	F: -1%	G: /
molecule: O=S(=O)(c1ccccc1)N(F)S(=O)(=O)c1ccccc1
  A: 20%	B: 3%	C: 10%	D: 12%	E: 0	F: 3%	G: /
molecule: CCOc1cc(/C=N/NC(=O)c2nn(C)cc2Br)ccc1OCc1ccccc1
  A: ?	B: -3%	C: -9%	D: -29%	E: 52	F: -1%	G: 0%
molecule: NC1=CC(=O)C(=O)c2ccccc21
  A: ?	B: -2%	C: /	D: /	E: -64*	F: -9%	G: /
molecule: O=C(Cn1ncn2c(cc3ccccc32)c1=O)NCCc1cccs1
  A: 6%	B: -5%	C: -3%	D: -14%	E: /	F: -7%	G: -4%
molecule: CCC(C)(C)n1nnnc1C(C(C)C)N1CCC(C(N)=O)CC1 (stereo not drawn)
  A: 2%	B: 2%	C: -2%	D: -10%	E: 26	F: 8%	G: -5%
molecule: O=c1c(Cc2ccccc2)c(O)nc2n1CCS2
  A: -9%	B: -20%	C: -12%	D: -34%	E: -14	F: 1%	G: -3%
molecule: COc1cc(C(F)(F)F)c(C(=O)NCc2cccc(Cl)c2)cn1
  A: 4%	B: 16%	C: ?	D: -3%	E: -4	F: 1%	G: 0%
molecule: Cc1ccc(S(=O)(=O)N2CCC(C(=O)NCCN3CCOCC3)CC2)cc1
  A: /	B: 56%[activator]	C: /	D: /	E: -25	F: 2%	G: /
molecule: COc1ccc(-c2nc(N)n(C(=O)c3ccccc3Cl)n2)cc1
  A: -27%	B: -1%	C: -18%	D: -16%	E: 2	F: 1%	G: 5%
molecule: O=C(NCCCn1ccnc1)C1CC(c2ccccc2Cl)=NO1 (stereo not drawn)
  A: 22%	B: ?	C: -1%	D: -10%	E: -20	F: -12%	G: -4%
molecule: COc1ccc(C(=O)NNC(=O)COc2ccc(Cl)cc2)c(OC)c1
  A: 23%	B: 10%	C: ?	D: -26%	E: ?	F: 5%	G: 0%
molecule: CCSC(=O)NC12CC3CC(CC(C3)C1)C2
  A: 12%	B: 32%	C: 2%	D: /	E: 45	F: 1%	G: 0%
molecule: CCC(C)C(NC(=O)c1ccccc1NC(=O)c1ccc(C)cc1)C(=O)O (stereo not drawn)
  A: 16%	B: -12%	C: 0%	D: -27%	E: 13	F: -7%	G: 5%
molecule: O=C(NCC(c1ccco1)N1CCc2ccccc2C1)c1ccc(Cl)cc1 (stereo not drawn)
  A: -15%	B: 8%	C: ?	D: -9%	E: 13	F: -13%	G: /
molecule: CCc1nnc(NC(=O)CSc2nnc(Cc3cc(=O)[nH]c(=O)[nH]3)n2-c2ccc(OC)cc2)s1
  A: 6%	B: 28%	C: -4%	D: -1%	E: -15	F: 0%	G: 1%[11.5 µM]
molecule: CCCCCCN(C(=O)CCCCCN1C(=O)NC(c2cccc([N+](=O)[O-])c2)C(C(=O)OCc2ccccc2)=C1C)C(C(=O)NCCCC)c1ccc(OCC(=O)OC)c(C(=O)OC)c1 (stereo not drawn)
  A: /	B: /	C: 0%	D: 67%[activator]	E: -74*	F: /	G: -1%
molecule: O=C(Cn1ccccc1=O)c1cccs1
  A: 5%	B: -2%	C: -12%	D: -5%	E: 99	F: -4%	G: -4%
molecule: CCOc1ccc(NC(=O)c2ccccc2NC(=O)c2cccnc2)cc1
  A: -5%	B: 2%	C: ?	D: -27%	E: ?	F: -5%	G: 2%
molecule: CC(=O)c1c[nH]c2ccc(C)cc2c1=O
  A: 7%	B: 12%	C: -5%	D: -43%	E: -6	F: 4%	G: 8%
molecule: Cc1ccc(-n2c(C(C)n3nc(C)c([N+](=O)[O-])c3C)n[nH]c2=S)cc1 (stereo not drawn)
  A: 29%	B: 5%	C: -1%	D: -15%	E: -12	F: ?	G: 6%
molecule: COc1ccc(NC(=O)CN(C)S(=O)(=O)c2ccc3[nH]c4c(c3c2)CCCC4)cc1Cl
  A: /	B: /	C: 4%	D: /	E: -21	F: -4%	G: /
molecule: COC(=O)c1ccc(Oc2nc3ccccc3n3c(C)nnc23)cc1
  A: 12%	B: 4%	C: /	D: /	E: 0	F: 1%	G: /
molecule: CC(C)[C@H](NC(=O)OC(C)(C)C)c1nnc(S(=O)(=O)Cc2c(F)cccc2Cl)o1
  A: ?	B: -2%	C: 2µM*	D: 2.5µM*	E: -76*	F: -8%	G: 8%
molecule: Cc1oc2c(c1C(=O)Nc1cccc(Br)c1)C1=NCCN1C=N2
  A: /	B: /	C: -1%	D: /	E: -8	F: 1%	G: /
molecule: CCOC(=O)CCc1c(C)c2ccc(O)cc2oc1=O
  A: 10%	B: 11%	C: ?	D: -3%	E: -17	F: 1%	G: 5%
molecule: CCCCc1cc(=O)oc2c(CN3CCCC3)c(O)ccc12
  A: 15%	B: 5%	C: -10%	D: -7%	E: -13	F: 6%	G: -1%
molecule: CCOC(=O)Cn1c(=O)c2c(nc3n2CCN3c2ccc(C)cc2)n(C)c1=O
  A: -2%	B: /	C: ?	D: -4%	E: 31	F: /	G: 1%

Next section; the last 4 above are carried over.
Letter code: A = HCV inh; B = AMA1 RON2 block; C = AmpC detergent; D = AmpC no deterg; E = HCMV antiviral; F = Tb PYK inh; G = LmPK inhibitor
molecule: Cc1oc2c(c1C(=O)Nc1cccc(Br)c1)C1=NCCN1C=N2
  A: /	B: /	C: -1%	D: /	E: -8	F: 1%	G: /
molecule: CCOC(=O)CCc1c(C)c2ccc(O)cc2oc1=O
  A: 10%	B: 11%	C: ?	D: -3%	E: -17	F: 1%	G: 5%
molecule: CCCCc1cc(=O)oc2c(CN3CCCC3)c(O)ccc12
  A: 15%	B: 5%	C: -10%	D: -7%	E: -13	F: 6%	G: -1%
molecule: CCOC(=O)Cn1c(=O)c2c(nc3n2CCN3c2ccc(C)cc2)n(C)c1=O
  A: -2%	B: /	C: ?	D: -4%	E: 31	F: /	G: 1%
molecule: O=C1NCCOC(=O)[C@H](Cc2ccc(F)cc2)CC/C=C/C[C@H]1CC(=O)N(CCO)Cc1ccccc1
  A: ?	B: 33%[activator]	C: /	D: 194%[activator]	E: 7	F: -4%	G: /
molecule: CSc1ccc(/C=C/C(=O)c2ccc(O)cc2)cc1
  A: 1%	B: -4%	C: -5%	D: -27%	E: -5	F: 1%	G: -17%
molecule: COc1ccccc1C=NN=C(NN=Cc1ccccc1OC)NN=Cc1ccccc1OC
  A: 13µM*	B: 19%	C: /	D: /	E: 26	F: 0%	G: /
molecule: O=C(/C=C/c1ccc(F)cc1)N1CCN(c2ncccn2)CC1
  A: 5%	B: 6%	C: 6%	D: -10%	E: -28	F: 2%	G: 0%
molecule: COC(=O)C(NC(C)=O)(Nc1ccccn1)C(F)(F)F (stereo not drawn)
  A: 14%	B: -10%	C: -1%	D: 0%	E: -4	F: /	G: -4%

In the list so far, 2 have bromine.
Letter code: A = HCV inh; B = AMA1 RON2 block; C = AmpC detergent; D = AmpC no deterg; E = HCMV antiviral; F = Tb PYK inh; G = LmPK inhibitor
molecule: CCOc1cc(/C=N/NC(=O)c2nn(C)cc2Br)ccc1OCc1ccccc1
  A: ?	B: -3%	C: -9%	D: -29%	E: 52	F: -1%	G: 0%
molecule: Cc1oc2c(c1C(=O)Nc1cccc(Br)c1)C1=NCCN1C=N2
  A: /	B: /	C: -1%	D: /	E: -8	F: 1%	G: /

Screening results: PubChem BioAssay, National Center for Advancing Translational Sciences (NCATS)
